# Growth percent in the NCI-60 one-dose screen (48 h, 10 µM unless noted): 100 = growth as untreated, 0 = no growth, -100 = all killed.
# SR = SR leukemia cells | 8.7% of 73,000 active | AID 1794780
# MOLT-4 = MOLT-4 leukemia cells. 6.9% of 80,000 active. AID 1794779
# MDA-MB-231 = MDA-MB-231 breast cancer. AID 1794789. 5% of 81,000 active
# MCF7 = MCF7 breast cancer. AID 1794796. 6.3% of 82,000 active
# MDA-MB-468 = MDA-MB-468 breast cancer; 8.5% of 78,000 active; AID 2202374
# BT-549 = BT-549 breast cancer; 4.4% of 78,000 active
# K-562 = K-562 leukemia | 7.4% of 78,000 active
# MDA-MB-435 = MDA-MB-435 melanoma; 7.8% of 82,000 active
# Numbers without * were called inactive; · = no result given. How the source made its calls: active means growth percent below 10; inactive means the rest.
SMILES,SR,MOLT-4,MDA-MB-231,MCF7,MDA-MB-468,BT-549,K-562,MDA-MB-435
c1ccc(Cc2nnc3sc(C4COc5ccccc5O4)nn23)cc1 (centres undefined),113.5,110.9,91.3,86.7,91.4,108.3,98.2,105.7
O=C(O)/C=C\C(=O)NNc1ccc([N+](=O)[O-])cc1[N+](=O)[O-],79.1,82.8,107.8,104.8,112.0,101.8,102.0,111.8
NC1=NC(=O)C(c2ccccc2)C(=O)N1 (centres undefined),115.9,128.8,·,101.5,108.1,112.9,115.8,99.6
O=C(c1ccc(Cl)cc1)C(c1c[nH]c2ccccc12)c1c[nH]c2ccccc12,-12.2*,-1.7*,4.0*,-69.3*,-71.1*,-38.2*,0.5*,-68.6*
COc1ccc(NC(=O)Nc2ccc(C(C)C)cc2)cc1,105.3,88.6,111.4,92.6,114.6,·,97.4,100.6
COc1ccc(-c2c(C)c(C)cc3cc4c(cc23)OCO4)cc1,46.1,93.3,103.7,100.3,103.1,·,107.8,109.6
CCOC(=O)c1c(-c2ccc(Cl)cc2)c(C#N)c(=O)n(Cc2nc3ccccc3[nH]2)c1N,91.4,98.3,85.6,56.2,122.8,105.2,100.6,104.0
Nc1cc(N)nc(CS)n1,111.6,108.5,111.7,88.8,100.6,109.9,101.4,106.1
N#CC(CCc1ccc([N+](=O)[O-])cc1)(CCc1ccc([N+](=O)[O-])cc1)C(N)=O,82.5,95.7,78.6,91.2,99.7,101.6,89.4,97.5
S=C(Nc1ccc(Cl)c(Cl)c1)N1c2ccccc2-n2cccc2C1c1cccnc1 (centres undefined),105.1,79.7,96.5,91.2,104.5,108.9,81.3,107.3
N/C(=N\O)c1ccncc1,107.6,113.9,102.2,97.2,121.4,98.3,104.1,100.1
COc1cc(CCC[P+](c2ccccc2)(c2ccccc2)c2ccccc2)cc2c1OCO2,·,53.5,29.0,18.2,-22.7*,23.3,21.8,3.4*
O=S(=O)(c1ccccc1)N1CCCc2ccccc21,103.3,94.6,98.8,96.8,104.1,109.8,97.0,109.5
COc1cc(-c2nc(-c3ccccc3)c(-c3ccccc3)n2-c2ccc(S(=O)(=O)Nc3ncccn3)cc2)ccc1O,61.7,78.7,71.5,59.9,74.4,66.4,79.4,92.1
CCOCC(=O)O,123.3,114.5,106.1,105.1,·,104.9,107.2,113.4
COc1cc2c(c(OC)c1OC)C(=O)CC(c1cccc(NC(=O)c3cc(NC(=O)[C@H](CO)NC(=O)OC(C)(C)C)ccc3Cl)c1)O2 (some centres undefined),19.4,12.5,6.4*,12.2,19.8,-3.1*,12.7,10.1
Cc1ccc(-c2nc3ccc(Cl)cn3c2NC(C)(C)CC(C)(C)C)o1,35.7,39.9,62.1,49.1,51.1,71.6,31.8,57.3
COc1ccc(Cn2cc3c(c2-c2ccc(OC(C)=O)cc2)CCc2cnoc2-3)cc1,87.4,100.2,90.3,85.8,102.7,112.0,91.9,61.1
COc1c(F)ccc(C(=O)Nc2ccc3nc(NC(=O)C4CCCN(S(=O)(=O)c5ccc(Br)cc5)C4)sc3c2)c1F (centres undefined),45.2,42.5,82.9,52.5,69.8,62.9,49.4,73.5
CCN(CC)C(=O)CCCCCn1c2ccccc2c2c3c(c4c5ccccc5[nH]c4c21)C(=O)N(O)C3=O,5.8*,-0.3*,42.9,18.5,51.5,56.8,40.8,25.3
CCOC(=O)c1c2ccncc2n2c(=O)n(C)nnc12,89.1,130.2,109.8,120.7,·,103.6,126.0,111.5
O=C(/C=C/c1ccc(Oc2ccc(Cl)cc2)cc1)c1ccc(Cl)cc1,72.1,88.7,92.3,67.2,107.2,107.7,85.8,93.1
CCCCCCC/C=C\CCCCCCCCc1nc(-c2cc(OC)c(OC)c(OC)c2)no1,92.3,107.0,100.4,94.4,·,105.6,85.6,98.8
CCOC(=O)CC1CSC(Nc2ccc(Cl)cc2)=N1 (centres undefined),93.8,95.9,97.3,91.7,112.2,94.5,101.4,103.8
O=C(CSc1nc(-c2ccccc2)c(-c2ccccc2)o1)N1CCOCC1,99.3,101.8,104.2,93.0,100.2,105.7,106.5,100.9

# Shown with each value named: part of the list above
> COc1cc(CCC[P+](c2ccccc2)(c2ccccc2)c2ccccc2)cc2c1OCO2
  SR: · | MOLT-4: 53.5 | MDA-MB-231: 29.0 | MCF7: 18.2 | MDA-MB-468: -22.7* | BT-549: 23.3 | K-562: 21.8 | MDA-MB-435: 3.4*
> O=S(=O)(c1ccccc1)N1CCCc2ccccc21
  SR: 103.3 | MOLT-4: 94.6 | MDA-MB-231: 98.8 | MCF7: 96.8 | MDA-MB-468: 104.1 | BT-549: 109.8 | K-562: 97.0 | MDA-MB-435: 109.5

# Additional compounds follow.
SMILES,SR,MOLT-4,MDA-MB-231,MCF7,MDA-MB-468,BT-549,K-562,MDA-MB-435
O=C(c1ccc(F)cc1)[C@H]1[C@H]2CCCN2[C@@]2(C(=O)Nc3ccc(F)cc32)[C@]12C(=O)Nc1ccccc12,89.0,67.1,74.8,86.6,91.5,93.9,·,94.7
O=C1C2C3CCC(O3)C2C(=O)N1c1nccs1 (centres undefined),86.1,90.0,104.1,97.1,101.8,124.4,94.7,110.7
O=C(O)c1ccc(-c2ccc(/C=N/NC(=O)c3[nH]c4ccc(Br)cc4c3-c3ccccc3)o2)cc1,5.4*,14.1,·,9.1*,-12.4*,-7.9*,7.5*,-49.6*
NC(=O)CCCN1C/C(=C\c2ccccc2)C(=O)c2ccccc21,·,103.5,100.2,96.7,90.8,93.7,97.1,100.6
COc1cc(-c2nc(C(=O)NCC(=O)NO)nn2-c2ccc(Cl)cc2)cc(OC)c1OC,84.8,97.4,100.7,92.2,111.7,105.0,·,100.3
Cc1c(Cl)cccc1NC(=O)c1sc2nc3c(cc2c1N)CCCCC3,12.8,14.4,48.4,20.8,22.4,48.7,8.4*,-0.3*
O=C(O)c1cc(N2CCCCC2)nc2ccccc12,89.7,103.7,85.9,95.6,118.6,109.0,100.7,120.1
COC(=O)c1cc(O)c2cc3c(cc2c1-c1cc(OC)c(OC)c(OC)c1)OCO3,24.3,35.3,40.2,21.9,-8.5*,·,15.4,2.8*
CCOC(=O)/C(N=O)=C(/O)c1ccccc1,97.5,98.1,121.8,99.7,94.8,·,96.8,110.4
COc1ccc(C=Nc2ccccc2C(=O)O)cc1,94.7,106.5,88.3,94.0,97.1,·,98.1,100.1
Cc1ccc(O)c(S(=O)(=O)O)c1,111.5,108.2,109.9,86.7,89.4,105.2,104.6,107.9
CN1CCN(c2ccc(Nc3nc(NCCNS(=O)(=O)c4ccc(F)cc4)c4sccc4n3)cc2)CC1,96.8,83.6,104.8,90.0,90.9,119.4,26.3,101.9
O=C1OC(c2ccc(Cl)c(Cl)c2)=C/C1=C/c1ccc([N+](=O)[O-])cc1,·,·,97.5,105.0,108.5,103.0,88.7,104.4
Cc1nccc2c3ccc(OCc4cn(-c5ccc(Cl)cc5)nn4)cc3n(CCCc3ccccc3)c12,-34.1*,18.2,27.4,20.2,10.6,31.8,11.1,27.8
CC(C)[N+](C)(CCOC(=O)C1c2ccccc2Oc2ccccc21)C(C)C,107.8,100.2,100.0,103.8,100.9,108.6,99.3,104.0
O=C(NNc1ccc([N+](=O)[O-])cn1)Nc1ccccc1,92.8,85.1,99.2,99.5,·,98.0,89.9,125.1
[2H]C1([2H])CCN(C(=O)C2CC2)c2cc(NS(=O)(=O)c3ccc(-c4cccc(C(N)=O)c4)cc3)ccc21,38.1,44.3,42.3,21.4,-5.2*,79.0,20.7,-11.2*
Nc1cc2nc3ccccc3sc-2cc1=O,2.9*,61.4,59.2,44.3,72.9,63.1,28.5,-68.2*
COC(=O)c1ccc2nc(N(Cc3ccccc3)C(=O)c3c(Cl)c(Cl)c(C)n3Cc3ccccc3)sc2c1,94.5,97.5,99.3,93.5,93.3,120.1,97.9,108.6
O=c1cc(Cc2cn3ccccc3nc2=O)c2cc(Cl)ccc2o1,97.6,95.5,98.8,92.2,102.5,104.2,·,100.9
O=C(CN1CCCCC1)Nc1nc(-c2cc3ccccc3oc2=O)cs1,89.5,98.9,103.4,88.7,96.3,100.1,90.9,103.6
O=C1C(=Cc2cc3ccccc3[nH]c2=O)C(=O)c2ccccc21,·,101.1,109.3,·,110.1,116.4,108.7,113.7
CN1CCN(c2ccc(Nc3nc(NCCCNC(=O)C4CCCCC4)c4sccc4n3)cc2)CC1,·,·,39.0,23.1,49.1,69.1,·,34.0
CCOC(=O)c1c(Nc2ccc(S(N)(=O)=O)cc2)nnc(-c2ccccc2)c1-c1ccccc1,76.1,78.2,108.0,·,97.9,95.0,·,107.4
CC(=O)Nc1cccc([N+](=O)[O-])c1,102.8,98.3,·,96.7,112.3,112.3,103.1,114.0

# 2 records drawn at random from the list so far, as already listed:
SMILES,SR,MOLT-4,MDA-MB-231,MCF7,MDA-MB-468,BT-549,K-562,MDA-MB-435
CC(=O)Nc1cccc([N+](=O)[O-])c1,102.8,98.3,·,96.7,112.3,112.3,103.1,114.0
S=C(Nc1ccc(Cl)c(Cl)c1)N1c2ccccc2-n2cccc2C1c1cccnc1 (centres undefined),105.1,79.7,96.5,91.2,104.5,108.9,81.3,107.3

# Copied from the list:
# CCOC(=O)c1c2ccncc2n2c(=O)n(C)nnc12 – K-562: 126.0
# N/C(=N\O)c1ccncc1 – MCF7: 97.2
# O=C1OC(c2ccc(Cl)c(Cl)c2)=C/C1=C/c1ccc([N+](=O)[O-])cc1 – MCF7: 105.0
# O=C(c1ccc(Cl)cc1)C(c1c[nH]c2ccccc12)c1c[nH]c2ccccc12 – SR: -12.2*
# CCOC(=O)c1c(-c2ccc(Cl)cc2)c(C#N)c(=O)n(Cc2nc3ccccc3[nH]2)c1N – MCF7: 56.2
# CN1CCN(c2ccc(Nc3nc(NCCCNC(=O)C4CCCCC4)c4sccc4n3)cc2)CC1 – MDA-MB-231: 39.0

# Continued.
SMILES,SR,MOLT-4,MDA-MB-231,MCF7,MDA-MB-468,BT-549,K-562,MDA-MB-435
COc1ccc(C(=O)c2cc(C(=O)/C=C/c3c(Cl)cccc3Cl)c3cc(C)ccn23)cc1,97.0,96.4,96.9,98.0,96.1,118.9,94.2,99.6
O=C(O)CCCN1CCN([C@H](c2ccccc2)c2ccc(Cl)cc2)CC1,·,98.6,98.3,·,101.3,96.9,112.8,107.2
CCC(CC)O[C@@H]1C=C(C(=O)OC)C[C@H](N)[C@H]1NC(C)=O,·,88.4,102.9,·,116.2,99.8,110.2,106.1
CCOC(=O)c1c(NC(=O)c2cccc(C(F)(F)F)c2)sc2c3c(ccc12)OCN(C)C3,-41.7*,-48.5*,-95.9*,-81.9*,-67.2*,·,-64.1*,-55.5*
COc1ccc(Nc2nc3ccc(NC(C)=O)cc3[nH]c2=O)cc1,103.2,81.4,93.1,88.9,94.8,109.4,103.7,89.4
c1ccc(OCCC[P+](c2ccccc2)(c2ccccc2)c2ccccc2)cc1,-21.2*,0.0*,11.9,4.3*,-8.0*,11.0,1.8*,0.7*
CC(C)(C)NCC(O)COc1cccc2c1CCC(=O)N2 (centres undefined),78.9,104.6,98.2,108.5,105.2,104.5,103.7,98.5
S=C1NCSCN1,102.6,103.7,122.7,92.6,105.8,107.0,94.7,104.6
CC1=C(Br)C(=O)C(c2c(C)cc(C)c(Br)c2C)=C(Br)C1=O,41.9,23.9,84.4,47.7,67.3,86.2,39.1,39.8
Cc1cc2cc3c(=O)[nH]c(=O)cc-3n(CC(O)C(O)C(O)CO)c2cc1C (centres undefined),111.2,99.8,108.7,100.6,122.3,103.5,108.1,103.9
CCNC(=S)n1nc(-c2ccc(OC)cc2)nc1N,110.6,109.2,107.1,92.8,91.3,103.0,105.9,96.0
Nc1nc(N)c2cc(CNc3ccc(Cl)c(Cl)c3)ccc2n1,-55.1*,-44.2*,-23.9*,-74.8*,-75.3*,59.1,-72.3*,-1.5*
O=C(c1ccco1)C(O)c1ccco1 (centres undefined),87.8,91.4,119.0,104.3,126.4,·,98.0,114.1
CCOC(=O)c1c(C)nc2c(c1N)C(=O)C(=O)N2c1ccccc1,108.7,95.9,90.2,75.9,105.2,100.1,102.2,102.0
CC1Cc2c(ncnc2-n2cnc3ccccc32)N(C)c2ccccc21 (centres undefined),15.2,23.2,29.4,18.2,9.5*,·,15.5,-23.7*
COc1ccc2oc(=O)cc(/C=C3\C(=O)NN=C3C)c2c1,102.1,101.0,97.1,91.5,97.8,107.3,99.2,109.0
CCCCn1ccc(=O)[nH]c1=O,118.0,96.8,103.9,100.2,·,101.7,88.2,96.8
C=C1SC(=Nc2cccc(OC)c2)N(c2nc(Cl)nc(Cl)n2)C12CCCCC2,91.1,105.1,109.3,102.2,106.5,109.9,96.9,98.7
Nc1n[nH]c2ccc([C@@H]3Nc4c(F)cc5[nH]ncc5c4[C@H]4C5CCC(C5)[C@@H]34)cc12 (some centres undefined),42.8,22.9,4.9*,18.5,-4.9*,27.0,13.9,-11.5*
NC(N)=N/N=C/c1nccc2ccccc12,·,119.4,107.7,75.3,47.5,99.8,109.7,108.4
CC(/C(=N\N=C(N)N)c1ccccc1)N(C)C (centres undefined),·,113.1,96.7,90.0,120.2,110.9,129.5,96.4
CC[C@]1(O)C(=O)OCc2c1cc1n(c2=O)Cc2cc3c(N)cccc3nc2-1,92.7,96.3,103.6,94.1,73.5,97.5,97.0,109.3
C=CCn1cc(-c2nc3ccccc3s2)c2cc(-c3ccc4c5c(cccc35)C(=O)N(CCN(CC)CC)C4=O)ccc21,84.0,95.9,85.2,82.7,101.8,92.8,96.5,107.1
COc1ccc(-c2cs/c(=N\N=C\c3ccc(F)c(OC)c3)n2C)cc1,44.1,73.8,72.2,65.3,51.0,81.1,46.0,88.5
Clc1ccc2c(NC3CCC(NC4CCCCC4)CC3)ccnc2c1 (centres undefined),-3.3*,56.9,45.4,37.8,-7.2*,86.8,0.5*,26.8
